aSyn UTR inh: MLPCN primary screen, SNCA 5' untranslated region | alpha-synuclein 5'UTR reporter, inhibitor activity | 300,000 compounds, 0.82% hits | inhibition, % (tested at 7.5 µM); in the data active = inhibition above about 60%;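 note: H4 neuroglioblastoma cells stably carrying SNCA 5'UTR luciferase fusion; 0% = DMSO wells and 100% = positive control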
GSK3B inh: human GSK3beta kinase inhibition; P49841; GST-GSK3beta kinase, ADP-Glo luminescence, 60 min; hits give low values; activity score (negative = inhibition), % at 10 µM; 300,000 compounds, 0.038% hits; AID 2097;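 active = more than half of replicate wells score below -50%, meaning over 50% inhibition versus plate controls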;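 note: 0% = median DMSO wells and -100% = median GW8510 positive control wells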
Target sequence (P49841 whole entry, looked up): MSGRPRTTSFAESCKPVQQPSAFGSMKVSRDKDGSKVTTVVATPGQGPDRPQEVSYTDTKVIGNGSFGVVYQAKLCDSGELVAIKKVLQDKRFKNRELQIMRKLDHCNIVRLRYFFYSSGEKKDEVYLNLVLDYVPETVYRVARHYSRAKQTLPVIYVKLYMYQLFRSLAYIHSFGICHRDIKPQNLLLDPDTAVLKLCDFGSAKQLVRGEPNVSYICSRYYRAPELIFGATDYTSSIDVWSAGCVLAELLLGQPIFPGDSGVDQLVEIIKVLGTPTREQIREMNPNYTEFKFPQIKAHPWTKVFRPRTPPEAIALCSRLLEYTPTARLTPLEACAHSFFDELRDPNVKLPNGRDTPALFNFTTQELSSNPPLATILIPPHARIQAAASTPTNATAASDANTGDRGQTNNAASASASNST
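Test system – GST-tagged human GSK3beta kinase, cell-free · Incubation – 60 min enzyme reaction, room temperature · Signal – ADP-Glo luminescence · Also added – peptide substrate and ATP at 25 µM · Controls – DMSO neutral wells and GW8510 at 20 µM as positive · Buffer or medium – Tris/MgCl2 kinase buffer · Measure – Luminescence-derived activity versus plate DMSO and GW8510 wells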
Platelet DG rel: platelet dense granule release activity; human platelet-rich plasma, SFLLRN dense granule ATP release, luminescence; inhibition, %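 (compounds screened at 7.5 µM in platelet-rich plasma)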; 300,000 compounds, 0.22% hits; AID 1663;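 active = mean replicate score, as percent of positive control, at or above 50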
HSF1 inhib: HSF1 inhibition. 300,000 compounds, 0.77% hits. activity change, negative = inhibition, % at 7.5 µM (by protocol). NIH3T3-HGL HSE-luciferase, MG132-induced, luminescence 8 h; hits give low values;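 active = more than half of replicate wells show activity change below -50%, luminescence cut by over half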;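 note: luciferase reports HSF-1 transcriptional activity via heat shock element; 0% = median of DMSO wells and -100% = zero luminescence signal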
KLF5 inhibitor: suppresses KLF5 promoter-driven expression; DLD-1 KLF5 promoter-luciferase reporter, luminescence; 290,000 compounds, 0.23% hits; AID 1700; inhibition, % at 5 µM;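 active = inhibition above a per-plate limit of that plate's mean compound inhibition plus 3 SD, cut at about 60% in these data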;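 note: 0% = DMSO wells and 100% = LY294002 at 200 µM; higher means less KLF5 promoter-driven luciferase light; inactives centre near -14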
GSK3A inh: blocks human GSK-3 alpha kinase. 320,000 compounds, 0.1% hits. ADP-Glo luminescence, 60 min. inhibition, % at 10 µM;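 in the data active = inhibition above about 50%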;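 note: GST-tagged GSK-3 alpha with peptide substrate and 25 µM ATP; 0% = DMSO neutral wells and 100% = GW8510 positive control wells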
Target sequence (P49840 whole entry, looked up): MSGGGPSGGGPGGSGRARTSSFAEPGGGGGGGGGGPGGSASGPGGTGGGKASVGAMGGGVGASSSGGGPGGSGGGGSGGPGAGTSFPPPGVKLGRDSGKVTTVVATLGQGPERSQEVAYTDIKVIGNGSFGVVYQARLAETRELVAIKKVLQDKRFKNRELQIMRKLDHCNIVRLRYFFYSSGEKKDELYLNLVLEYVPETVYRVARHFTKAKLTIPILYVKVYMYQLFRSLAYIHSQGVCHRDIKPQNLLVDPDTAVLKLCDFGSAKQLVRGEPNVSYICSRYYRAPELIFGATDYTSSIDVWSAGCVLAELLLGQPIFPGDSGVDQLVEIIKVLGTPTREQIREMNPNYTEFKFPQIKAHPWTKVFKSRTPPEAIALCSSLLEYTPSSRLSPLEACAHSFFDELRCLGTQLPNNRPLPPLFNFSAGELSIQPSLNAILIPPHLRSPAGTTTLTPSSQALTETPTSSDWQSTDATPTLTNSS
IEC-6 tox: kills IEC-6 intestinal cells in KLF5 counter-screen. IEC-6 cytotoxicity, luminescence viability. inhibition, % at 5 µM. 290,000 compounds, 0.78% hits; in the data active = inhibition above about 22%;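 note: 0% = plate median of test compound wells and 100% = cytotoxic reference compound wells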
HSF-1 act: increases HSF-1 driven luciferase reporter signal. NIH3T3-HGL HSF-1 luciferase reporter, MG132, 8 h; 100% = twice DMSO control signal. activation, % at 9 µM. 300,000 compounds, 1.7% hits;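 active = mean replicate activation of at least 50% with a set share of replicates each reaching 50%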;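 note: 0% = median of the neutral control wells and 100% = twice that signal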
Dyrk1A ADPGlo: Dyrk1A (rat) kinase inhibition; inhibition, % at 12.5 µM; ADP-Glo luminescence, NFATc1 peptide; 310,000 compounds, 0.43% hits; in the data active = inhibition above about 50%;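 note: plate controls were vehicle with enzyme for no effect and no enzyme for full effect; many of its hits are not listed in these tables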
HSP90 inh: blocks HSP90-mediated luciferase refolding in reticulocyte lysate. inhibition, % at 5.6 µM. AID 1789. 290,000 compounds, 0.91% hits. Rabbit reticulocyte lysate, luciferase refolding luminescence, 3 h;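 active = inhibition above the screen-wide mean plus 3 SD, computed separately per campaign, cut at about 16% in these data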;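 note: 0% = DMSO wells and 100% = 60 µM geldanamycin wells; inhibitors lower the luminescence because luciferase stays unfolded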
* hit, by the source's call; . = not tested or not shown. Not all compounds are listed. The share of hits here may be higher or lower than overall.

SMILES	aSyn UTR inh	GSK3B inh	Platelet DG rel	HSF1 inhib	KLF5 inhibitor	GSK3A inh	IEC-6 tox	HSF-1 act	Dyrk1A ADPGlo	HSP90 inh
COc1ccc(C(=O)O)cc1NC(=S)NC(=O)CSc1ccc(Cl)cc1	-3	-3	-2	9	-9	0	3	19	13	2
CCOC(=O)Nc1ccc(C(=O)NCC2CCCO2)cc1 (centres undefined)	-2	0	0	-2	3	0	-6	1	0	-1
Cc1cccc(-n2c(SCc3cc(=O)n4ccsc4n3)nc3ccccc32)c1	-17	3	5	7	-9	1	0	4	-5	-1
Cc1cc(/C=C(\C#N)C(=O)Nc2ccc(F)cc2)c(C)n1-c1ccc(N2CCOCC2)c([N+](=O)[O-])c1	9	-1	8	7	-25	-1	-5	5	-9	2
Cc1ccc(C2(C)NC(=O)N(Cc3c(C)noc3C)C2=O)cc1 (centres undefined)	-2	2	2	17	-8	1	3	32	5	1
COc1ccccc1-n1cnc2cc(NS(=O)(=O)c3ccccc3)ccc21	-34	0	.	10	-38	0	-3	20	7	0
CCN(CC)CCOc1ccc(Br)cc1	15	1	6	-7	8	-5	2	-2	-7	-1
Cc1ccc(-c2nnc(SCC(=O)Nc3ccc4c(c3)oc3ccccc34)n2C)c(Cl)c1	-50	1	10	14	-43	-1	0	57*	3	-8
Cc1cc(-n2c(C)cc(C(=O)CSc3nnnn3-c3ccccc3)c2C)no1	18	0	-8	-2	10	-3	-3	20	1	1
CC(C)(C)n1nc2c(c1NC(=O)Cc1ccccc1)CS(=O)(=O)C2	.	-2	.	.	3	0	0	.	.	0
COc1ccc(Nc2nc(-c3ccccc3F)nc3ccccc23)cc1OC	28	-4	18	-23	-39	6	7	-40	14	-4
CS(=O)(=O)Nc1ccc(C(=O)Nc2ccccc2-c2ccccc2)cc1	6	-4	-2	2	-6	-1	-2	-6	0	-3
CC1CCCCC1NC(=O)CCNS(=O)(=O)c1ccc(Cl)cc1 (centres undefined)	8	2	-3	2	4	1	1	20	1	2
COc1ccc(-c2[nH]ncc2CN(Cc2nccn2C)C(C)C)c(F)c1	4	-1	10	.	4	0	2	.	-5	-1
O=C(Nc1ccc(S(=O)(=O)N2CCCCCC2)cc1)c1c(F)cccc1F	-5	-4	2	-1	0	7	5	3	8	-1
Cc1cccc(N(Cc2ccccc2)C(=O)c2ccccc2F)c1	5	2	4	-2	-35	-2	-8	6	-1	-2
Cc1ccc(C)c(N2CCN(S(=O)(=O)c3ccc(-c4ccc(=O)[nH]n4)o3)CC2)c1	7	-2	-9	-15	11	-1	-7	-23	0	-4
CCO[C@H]1OC(C(=O)N2CCN(C)CC2)=C[C@@H](c2ccc(Br)cc2)[C@@H]1CCCO	18	3	4	-7	2	-2	2	-6	7	11
CCOC(=O)c1c(-c2ccc(OC)cc2)csc1NC(=O)COc1ccc2c(C)cc(=O)oc2c1	43	2	-29	-11	-6	-1	2	-6	-8	8
CN(C)C(=S)NC(=O)C(c1ccccc1)c1ccccc1	0	1	1	6	-30	9	-3	6	-7	-1
COc1ccc(CCN2C(=O)CC(NNC(=O)c3ccc(F)cc3)C2=O)cc1OC (centres undefined)	-13	3	-4	-1	-16	2	8	11	-5	-3
O=C(C1CCC1)N1CCN(S(=O)(=O)c2ccc(Br)cc2Cl)CC1	-12	-2	-3	3	.	-1	.	14	-8	.
CCCOc1ccc(CCC(=O)N/N=C/c2ccc([N+](=O)[O-])o2)cc1	59	2	1	12	-19	-1	0	5	12	5
CC(O)[C@H](NC(=O)C1(c2ccccc2)CCN(C(=O)OC(C)(C)C)CC1)C(=O)O (some centres undefined)	-8	-2	0	-4	7	0	-1	4	-7	-3
COC(=O)c1ccc(O)c(Sc2cc(C(=O)OC)ccc2O)c1	22	1	2	8	-23	-6	-4	1	-5	-2
Cc1cc(C)c(C)c(S(=O)(=O)NNC(=O)c2cccc(S(=O)(=O)N3CCOCC3)c2)c1C	-7	-2	2	-15	-31	-3	-4	-33	-9	-5
COC(=O)C(C)(C(=O)OC)c1ccc(C(F)(F)F)cc1[N+](=O)[O-]	10	1	5	-8	5	-1	2	-11	.	-1
Cc1nn(-c2ccccc2)c(Cl)c1/C=N\NC(=O)c1cncc(Br)c1	-10	3	12	4	-8	1	2	-3	-4	-1
O=C(NNC1=NCCN1Cc1ccccc1)c1cccc(C(F)(F)F)c1	17	-1	11	0	8	-1	5	0	-2	3
CC(C)CC(NC(=O)c1cccs1)c1nnc(SCc2ccc(Cl)c(Cl)c2)n1C (centres undefined)	36	0	-1	19	13	-5	-4	5	-1	-1
O=C(NN1C(=O)/C(=C/c2cc([N+](=O)[O-])ccc2O)SC1=S)c1ccccc1O	-7	2	5	-1	.	-2	.	8	.	.
C(=N\c1nccs1)/c1c[nH]c2ccccc12	24	2	-11	-16	-11	6	-5	-22	3	2
Cc1c(NC(=O)COC(=O)c2ncc(Cl)c(Cl)c2Cl)c(=O)n(-c2ccccc2)n1C	-16	-1	4	0	.	-1	.	-17	-3	.
C=CCc1cc(C)cc(C)c1OCCn1cncn1	-4	-2	-1	-3	-28	-1	8	-14	2	-2
CN1CCN(CC(=O)N2c3ccccc3C(=O)Nc3cccnc32)CC1	8	-1	-3	0	-2	-2	-1	-22	.	-4
COc1cc(/C=N/NC(=O)c2ccccn2)cc2c1OCO2	-95	1	3	14	-86	4	0	21	0	-2
NC(=O)C1=C[C@@H](c2coc3ccccc3c2=O)C[C@@H](OCc2ccc(CO)cc2)O1	-8	4	-8	0	-7	1	3	-13	-5	6
CC(C)n1c(NCc2cccs2)nc2ccccc21	15	6	12	-2	-20	-1	2	0	4	-1
O=C(NCCN1CCCCC1)c1c(O)c2ccccc2[nH]c1=O	-24	3	3	-3	-5	-1	3	0	5	2
Cc1cccc(/C=N/n2c(C)nc3ccccc3c2=O)c1	-57	0	13	2	-36	-2	-3	12	4	1
Cc1ccc(-c2noc(COc3ccccc3C)n2)cc1	-86	19	0	3	-14	-2	-4	15	-5	5
Cc1ccc(N=Nc2c(=O)[nH]n3c(C)cc(C)nc23)cc1	-4	-5	5	1	-5	13	-2	8	-5	3
CCCCCCSc1cc(-c2nc3ccc(Cl)cn3c2NCCCC)ccc1OC	-10	1	3	0	.	-3	.	-4	-4	.
Cc1ccc(S(=O)(=O)O)c(C)c1N1CCCC1=O	2	4	-1	-8	-24	10	2	-13	1	4
Cc1cc(NC(=O)CCc2ccc(-c3ccccc3)o2)no1	-1	4	7	3	-16	-1	3	17	.	3
O=C(C[n+]1cn(C(F)F)c2ccccc21)c1ccc(OC(F)F)cc1	-129	0	-1	18	-148	-2	7	34	.	1
COC(=O)C1C2C=CC3(CN(Cc4ccco4)C(=O)C13)O2 (centres undefined)	-24	-19	-2	7	-22	-7	3	0	4	-2
O=C(NCCNC(=O)c1ccco1)c1cccc(F)c1	11	-5	-2	-7	13	-3	0	-2	-1	-3
Cc1ccc(C(=O)Nc2cccc(NC(=O)c3cccnc3)c2)cc1	-19	0	3	-42	-77	0	6	-52	7	38*
COc1ccc(C(=O)N(C)C2CCN(C)CC2)cc1S(=O)(=O)Nc1cc(Cl)ccc1Cl	-2	-1	-2	3	-8	.	-2	0	.	3
Cc1ccc(NC(=S)N(C)Cc2cn(C)c3ccccc23)cc1	3	-1	5	10	-2	-3	-7	26	0	-5
COCCn1c(-c2ccco2)nc2nc3ccccc3nc21	3	1	-1	1	-9	-1	0	11	8	3
O=[N+]([O-])c1ccc(OCc2cnc(Cl)s2)c([N+](=O)[O-])c1	37	0	6	4	-2	1	-4	18	2	-2
CCS(=O)(=O)C1=NN2C(=N)/C(=C\c3ccc(OS(=O)(=O)c4ccccc4)c(OC)c3)C(=O)N=C2S1	-2	6	-15	3	2	-2	-8	25	.	-1
Cc1cc(C)nc(NC(=NCCc2c[nH]c3ccccc23)NC(=O)c2ccco2)n1	-1	-4	11	-20	-26	0	3	-8	-4	5
N/C(Cn1cncn1)=N\OC(=O)c1ccc(Cl)cc1Cl	-34	-1	10	.	-13	-2	-2	.	5	-1
C/C=C/c1ccc(OCC(=O)Nc2ccncc2)c(OC)c1	-72	1	1	-3	-23	1	2	-12	6	-3
OC(c1cc(-c2ccc(Cl)cc2)nc2ccccc12)C1CCCCN1 (centres undefined)	96*	-4	1	-4	-12	5	34*	-12	10	4
CCOC(=O)c1c(C)[nH]c(C(=O)CN2C(=O)NC(CC)(c3ccccc3)C2=O)c1C (centres undefined)	17	0	-16	6	8	-2	1	10	-14	7
COc1cc(NC(=O)C(C)C)ccc1NC(=O)c1ccco1	-92	2	-5	37	-134	-3	1	36	-3	1

HSP90 inh: entries above that show a hit
SMILES	aSyn UTR inh	GSK3B inh	Platelet DG rel	HSF1 inhib	KLF5 inhibitor	GSK3A inh	HSF-1 act	Dyrk1A ADPGlo	HSP90 inh
Cc1ccc(C(=O)Nc2cccc(NC(=O)c3cccnc3)c2)cc1	-19	0	3	-42	-77	0	-52	7	38*

Entries of single compounds from above. Order of values: aSyn UTR inh, GSK3B inh, Platelet DG rel, HSF1 inhib, KLF5 inhibitor, GSK3A inh, IEC-6 tox, HSF-1 act, Dyrk1A ADPGlo, HSP90 inh
Listed for CCCCCCSc1cc(-c2nc3ccc(Cl)cn3c2NCCCC)ccc1OC = -10, 1, 3, 0, ., -3, ., -4, -4, .
Listed for N/C(Cn1cncn1)=N\OC(=O)c1ccc(Cl)cc1Cl = -34, -1, 10, ., -13, -2, -2, ., 5, -1

(cont.)
SMILES	aSyn UTR inh	GSK3B inh	Platelet DG rel	HSF1 inhib	KLF5 inhibitor	GSK3A inh	IEC-6 tox	HSF-1 act	Dyrk1A ADPGlo	HSP90 inh
C=CCN(C(=O)Cc1cccs1)c1nc(-c2ccc(S(C)(=O)=O)cc2)cs1	-27	2	14	1	-14	-3	-6	5	7	4
CC1CCN(C(NC(=O)c2ccco2)C(=O)c2ccccc2)CC1 (centres undefined)	-20	1	5	3	-7	5	0	4	-4	-4
O=C(OCc1nnc(-c2ccccc2)o1)c1ccc2c(c1)OCO2	7	1	-1	-3	-17	-4	-5	2	3	1
CC1CCCN(C(=O)C2CCC(CNc3c(N4CCCCC4)c(=O)c3=O)CC2)C1 (centres undefined)	8	0	0	-2	-31	-2	-3	-4	1	-6
Cc1ncc(C[n+]2csc(CCOC(=O)CC34CC5CC(CC(C5)C3)C4)c2C)c(N)n1	11	2	-1	3	-14	-1	7	-6	2	0
CC(C)(CNC(=O)c1ccc(Br)o1)N1CCOCC1	13	1	0	-6	-17	.	-2	-1	1	-6
COC(=O)c1ccc(NC(=S)N2CCN(C(=O)c3ccco3)CC2)cc1	-6	1	-28	-25	-12	0	0	-27	-8	-4
O=C(NC1CCCc2c1cnn2-c1ccc(F)cc1F)c1csnn1 (centres undefined)	-14	2	-2	1	3	0	13	-9	-5	4
COc1ccc(-n2c(SCC(C)=O)nc3sc(C)c(C)c3c2=O)cc1	15	3	-14	-6	-35	.	-8	5	9	0
O=C(COc1ccc(Cl)cc1)NCc1n[nH]c(=O)c2ccccc12	-4	-3	15	1	.	-2	.	-2	14	.
CCOc1ccccc1OCC(=O)NNC(=S)NC1CCCCC1	-2	1	-4	2	-15	1	-1	1	-2	1
COc1ccc([C@H]2/C=C\CN(C(=O)C3CC3)[C@@H](C)C(=O)N2Cc2ccc(F)cc2)cc1	8	5	1	10	.	1	.	.	.	.
Cc1ccc(-c2nnc(N3CCN(C(=O)CSc4ncn[nH]4)CC3)c3ccccc23)cc1	.	.	.	.	-2	0	0	.	-8	4

Compound activity (PubChem BioAssay)
